Screening results (PubChem)
MBNL1-CUG inh: qHTS Assay for Inhibitors of MBNL1-poly(CUG) RNA binding. TR-FRET MBNL1-His/biotin-(CUG)12 binding, 665/545 ratio. Potency, µM (titrated, usually from 57.5 µM), for inactives: at the highest dose activity change, negative = inhibition, hits mostly inhibitors. actives 0.036% (n = 280,000). Muscleblind-like protein 1 (Homo sapiens), Q9NR56; active means well fitted inhibition curve with a large enough effect in the signal ratio, with a control signal flat, not every such curve was filed as active; inconclusive means small, poorly fitted or top-dose-only effect, or effect the other way, or a change in a side signal; inactive means no such curve, though single readings can be large or run the other way; the % refers to the signal ratio; further: potency means the concentration at half of the fitted maximal effect; on the % scale 0 is the no-effect control and ±100 the full control effect
Target sequence (Q9NR56 whole entry, looked up): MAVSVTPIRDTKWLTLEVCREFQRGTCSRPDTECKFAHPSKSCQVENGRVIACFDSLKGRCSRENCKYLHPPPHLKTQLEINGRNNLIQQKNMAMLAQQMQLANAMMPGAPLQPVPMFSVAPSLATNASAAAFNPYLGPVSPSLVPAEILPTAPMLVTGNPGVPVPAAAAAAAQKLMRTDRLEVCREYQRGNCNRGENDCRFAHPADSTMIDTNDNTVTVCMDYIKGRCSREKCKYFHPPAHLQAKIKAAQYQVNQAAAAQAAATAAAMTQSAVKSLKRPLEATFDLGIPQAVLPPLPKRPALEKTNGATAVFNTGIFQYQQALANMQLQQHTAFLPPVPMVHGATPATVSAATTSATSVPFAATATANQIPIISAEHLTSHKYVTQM
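Compounds (final 92 nM to 58 uM) are added to His-tagged MBNL1 and biotin-(CUG)12, then terbium anti-His antibody and streptavidin-XL665 (5 nM final). After 60 min at room temperature, the 665/545 nm ratio is read.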
AT treatment: qHTS Assay for Identifying a Potential Treatment of Ataxia-Telangiectasia; […] A-T fibroblasts, KAP-1 phosphorylation AlphaLISA; neocarzinostatin DNA damage 30 min before lysis; Potency, µM (titrated, usually from 57.5 µM), for the others: top-dose activation, usual class: activators; actives 0.19% (n = 320,000); AID 485349, 2010; further: potency means the concentration at half of the fitted maximal effect; % of control where 0% means no effect; nearly all actives have a fitted effect of over 45% in size
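ATM-like activity read as KAP-1 phosphorylation via AlphaLISA donor/acceptor antibody pairs after lysis and 6 hr at 25C. Cells were ATM-null patient fibroblasts ([…], hTERT), dosed 60 min, then exposed to the DSB inducer NCS for 30 min.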
MLL CXXC-DNA inh: qHTS Fluorescence Polarization Assay for Inhibitors of MLL CXXC domain - DNA interaction; Histone-lysine N-methyltransferase 2A (Homo sapiens), Q03164; MLL-CXXC / FITC-HOXA9 DNA fluorescence polarization; Potency, µM (doses to about 115 µM), without a hit: at the top dose activity change, negative = inhibition, most hits filed as inhibitors; actives 0.037% (n = 290,000); AID 2662, 2010; active means well fitted inhibition curve with a large enough effect in the polarisation, with a control signal flat, not every such curve was filed as active; inconclusive means small, poorly fitted or top-dose-only effect, or effect the other way, or a change in a side signal; inactive means no such curve, though single readings can be large or run the other way; the % refers to the polarisation; further: potency means the concentration at half of the fitted maximal effect
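Steps: dispense CXXC domain solution (7 uM) → pin compounds or unlabeled HOX-A9 DNA control → 5 min ambient → add FLSN-HOX-A9 solution (50 nM) → spin → 30 min ambient → fluorescence polarization. Tris pH 7.5/NaCl/DTT/BSA buffer.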
ASM inhibitor: Inhibitors of Secretory Acid Sphingomyelinase (S-ASM): qHTS; actives 0.006% (n = 340,000); Potency, µM (doses to about 57.5 µM), for inactives: top-dose activity change, negative = inhibition, actives largely listed as inhibitors; Sphingomyelin phosphodiesterase (Homo sapiens), P17405; placental ASM, HMU-PC fluorogenic substrate, 60 min; further: potency means the concentration at half of the fitted maximal effect
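Human placenta-derived ASM preincubated with compound 10 min at room temperature, then reacted with 9 uM (final) fluorogenic HMU-PC substrate for 60 min at 37 C. Stop solution raises pH to 10; fluorescence read at Ex 386/Em 447 nm.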
Mito fusion act: qHTS Assay for Small Molecule Inhibitors of Mitochondrial Division or Activators of Mitochondrial Fusion. actives 0.23% (n = 320,000). S. cerevisiae fusion-defective mutant growth rescue, CellTiterGlo 48 h. AID 485298, 2010. Potency, µM (doses to about 46.1 µM), for the others: at the highest dose growth rescue (activation), actives largely listed as activators;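 further: potency means the concentration at half of the fitted maximal effect; % of control where 0% means no effect; nearly all actives have a fitted effect of over 45% in size; temperature-sensitive fusion mutants such as fzo1-1 at 37 °C on non-fermentable ethanol glycerol medium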
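Compounds are tested for their ability to restore growth of mitochondrial fusion-defective yeast strains at non-permissive 37C in YPEG medium over 48 hours. Viability is quantified by luciferase luminescence.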
Menin MLL FP TR: qHTS Assay for Inhibitors Targeting the Menin-MLL Interaction in MLL Related Leukemias: Competition With Texas Red Labeled MLL-derived Mutant Peptide. Potency, µM (top dose mostly 61.6 µM), inactives show at the top dose FP activity change, negative = inhibition, hits mostly inhibitors. actives 0.23% (n = 270,000). Menin + Texas Red MLL mutant peptide, fluorescence polarization. AID 1768, 2009; active means well fitted inhibition curve with a large enough effect in the polarisation, with a control signal flat, not every such curve was filed as active; inconclusive means small, poorly fitted or top-dose-only effect, or effect the other way, or a change in a side signal; inactive means no such curve, though single readings can be large or run the other way; the % refers to the polarisation; further: potency means the concentration at half of the fitted maximal effect; % of control where 0% means no effect; many of its hits are not listed in these tables
Target sequence (O00255 whole entry, looked up): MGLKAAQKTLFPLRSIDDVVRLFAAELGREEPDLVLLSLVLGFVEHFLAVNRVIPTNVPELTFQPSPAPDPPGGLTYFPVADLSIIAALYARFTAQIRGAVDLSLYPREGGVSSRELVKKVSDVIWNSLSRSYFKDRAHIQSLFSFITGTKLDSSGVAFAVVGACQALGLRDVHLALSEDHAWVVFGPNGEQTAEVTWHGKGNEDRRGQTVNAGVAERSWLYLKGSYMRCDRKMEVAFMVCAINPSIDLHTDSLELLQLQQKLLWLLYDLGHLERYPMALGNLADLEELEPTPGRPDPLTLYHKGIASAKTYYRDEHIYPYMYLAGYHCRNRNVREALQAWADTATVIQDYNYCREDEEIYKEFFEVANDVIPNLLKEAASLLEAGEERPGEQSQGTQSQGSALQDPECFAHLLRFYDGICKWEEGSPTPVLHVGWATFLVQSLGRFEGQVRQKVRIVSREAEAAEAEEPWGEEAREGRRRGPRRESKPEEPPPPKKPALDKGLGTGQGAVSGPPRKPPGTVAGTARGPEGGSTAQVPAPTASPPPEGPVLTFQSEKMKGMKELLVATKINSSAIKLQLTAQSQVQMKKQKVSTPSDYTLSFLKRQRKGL
a7 integrin act: qHTS for Activators of Integrin-Mediated Alleviation for Muscular Dystrophy; alpha7betagal myoblasts, beta-gal FDG fluorescence, 48 h; actives 0.064% (n = 350,000); Potency, µM (titrated, usually from 38.3 µM), for inactives: at the highest dose activation, usual class: activators;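 further: potency means the concentration at half of the fitted maximal effect; 100% = response of the positive control SU9516; nearly all actives have a fitted effect of over 60% in size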
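Alpha7betagal+/- myoblasts (passage 13) were plated 16-24 hr, then exposed to compounds (1:260 dilution of DMSO stock) for 48 hours at 37C. After MPER lysis, β-galactosidase reporter activity was read as FDG fluorescence (ex 480/em 540) after 30 minutes.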
TSHR antag: Antagonists of the Thyroid Stimulating Hormone Receptor: HTS campaign; TSHR-expressing cells, TSH-stimulated cAMP HTRF, 2 h; hits give low values; Thyrotropin receptor (Homo sapiens), P16473; actives 0.2% (n = 330,000); activity change, negative = inhibition, % at 11.5 µM; AID 504810, 2011;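 active means activity change below a set negative limit, meaning inhibition stronger than a set level, cut at about -70% in these data; inconclusive means activity change between two set negative limits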; further: on the % scale 0 is the no-effect control and ±100 the full control effect
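TSHR-expressing cells, 200/well, pre-treated with compound, then stimulated with EC80 TSH (4nM final) for 2 hours at 37 deg C. cAMP measured by competitive HTRF: anti-cAMP cryptate antibody in lysis buffer plus cAMP-d2, read after 30 minutes at room temperature.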
PTAP TSG101 blk: qHTS Assay for Iinhibitors of HIV-1 Budding by Blocking the Interaction of PTAP/TSG101 | 340,000 tested, under 10 active | Tumor susceptibility gene 101 protein (Homo sapiens), Q99816 | Fluorescence polarization, FITC-PTAP peptide / Tsg101 binding | Potency, µM (titrated, usually from 115 µM), for inactives: at the top dose activity change, negative = inhibition, most hits filed as inhibitors | AID 493005, 2010; active means well fitted inhibition curve with a large enough effect in the main read-out, with a control signal flat, not every such curve was filed as active; inconclusive means small, poorly fitted or top-dose-only effect, or effect the other way, or a change in a side signal; inactive means no such curve, though single readings can be large or run the other way; further: potency means the concentration at half of the fitted maximal effect; % of control where 0% means no effect
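Fluorescence polarization binding of Tsg101 binding domain (10 uM final) to FITC-labeled PTAP peptide (50 nM final) in HEPES pH 7.5 buffer with NaCl, Tween 20, EDTA, TCEP. Compounds added before peptide; binding 20 min at RT.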
TCR activator: Activators of T cell receptors: qHTS campaign; primary human leukocytes, anti-CD3, IL-2 HTRF, 48 h; Potency, µM (series often up to 9.22 µM), for inactives: top-dose activation of IL-2 secretion, hits mostly activators; 330,000 tested, under 10 active; further: % of control where 0% means no effect
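Primary human leukocytes receive a-CD3 beads and test compound and are incubated 48 hr. Secreted IL-2 is then assayed by HTRF, measuring 665nm acceptor emission after 320nm excitation of the europium donor.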
Starred values were filed as active, the others as inactive; [ ] = remark or other dose. Unless noted, the call rests on the fitted dose curve; in most records, active means well fitted curve in the direction sought with a large enough effect; inconclusive means small, poorly fitted or top-dose-only effect, or another doubt; inactive means no such curve, though single readings can be large; an effect the other way counts as inactive or inconclusive. Only part of the results is shown; count on the stated rates, not on these rows.

`CC(C)(C)c1ccc(C(=O)Nc2nnc(SCC(=O)NCC3CCCO3)s2)cc1` (stereo not drawn) gave MBNL1-CUG inh -3%, AT treatment 7%, MLL CXXC-DNA inh 16%, ASM inhibitor -1%, Mito fusion act 1%, a7 integrin act -9%, TSHR antag -3, PTAP TSG101 blk -3% and TCR activator -6%.
`O=C(Nc1ccc2c(c1)OCO2)C1(S(=O)(=O)c2ccc(Cl)cc2)CC1` gave MBNL1-CUG inh 11%, AT treatment -4%, MLL CXXC-DNA inh -1%, ASM inhibitor 49%[activator], Mito fusion act 4%, Menin MLL FP TR 2%, a7 integrin act 20% and TSHR antag 2.
`COC(=O)c1cc(Br)c(=O)n(Cc2ccncc2)c1` gave MBNL1-CUG inh -3%, AT treatment 3%, MLL CXXC-DNA inh 2%, ASM inhibitor 1%, Mito fusion act -1%, Menin MLL FP TR 15%, a7 integrin act 3%, TSHR antag 3, PTAP TSG101 blk -6% and TCR activator 1%.
`Cn1cc(/C=C(\C(=O)O)C(C(=O)O)=C2CCCCC2)c2ccccc21` gave MBNL1-CUG inh 0%, AT treatment -3%, MLL CXXC-DNA inh 6%, ASM inhibitor 7%, Mito fusion act 1%, Menin MLL FP TR 11%, a7 integrin act 0%, TSHR antag 1, PTAP TSG101 blk -6% and TCR activator -4%.
`C[C@@H](CSc1ccccc1)CN1CC[C@H](O)CCC1=O` gave MBNL1-CUG inh -3%, AT treatment 4%, MLL CXXC-DNA inh 2%, ASM inhibitor -1%, Mito fusion act -1%, Menin MLL FP TR -18%, a7 integrin act 0%, TSHR antag -5, PTAP TSG101 blk -4% and TCR activator 2%.
For O=C(Nc1ccc(O)c(-c2nc3ccccc3o2)c1)C1(c2ccccc2)CCCC1 the results were MBNL1-CUG inh 1%, AT treatment 5%, MLL CXXC-DNA inh -10%, ASM inhibitor 156%[activator], Mito fusion act 3%, Menin MLL FP TR -24%, a7 integrin act 1%[7.66 µM], TSHR antag -19 and PTAP TSG101 blk -5%.
For CCCCCN(C(=O)CCCSc1nncs1)c1c(N)n(CCCC)c(=O)[nH]c1=O the results were MBNL1-CUG inh 1%, AT treatment 3%, MLL CXXC-DNA inh -2%, ASM inhibitor 2%, Mito fusion act -2%, Menin MLL FP TR -3%, a7 integrin act inconclusive, TSHR antag 10, PTAP TSG101 blk -5% and TCR activator -1%.
`COc1ccc(N2CCN(c3ccc(NC(=O)C4CCCCC4)cc3C#N)CC2)cc1` gave MBNL1-CUG inh 7%, AT treatment -4%, MLL CXXC-DNA inh 9%, ASM inhibitor 14%, Mito fusion act -4%, Menin MLL FP TR inconclusive, a7 integrin act -1%, TSHR antag 11, PTAP TSG101 blk -3% and TCR activator 1%.
For CC(NC(=O)c1ccccc1Cl)C1CC2CCC1C2 (stereo not drawn) the results were MBNL1-CUG inh 1%, AT treatment -7%, MLL CXXC-DNA inh 2%, ASM inhibitor 2%, Mito fusion act 6%, Menin MLL FP TR -23%, a7 integrin act -3%, TSHR antag -2, PTAP TSG101 blk 0% and TCR activator -8%.
For Cn1c(COc2ccccc2)nnc1SCC(=O)Nc1ccc2c(c1)OCO2 the results were MBNL1-CUG inh 2%, AT treatment 4%, MLL CXXC-DNA inh -6%, ASM inhibitor -1%, Mito fusion act 0%, Menin MLL FP TR -1%, a7 integrin act -6%, TSHR antag 3 and PTAP TSG101 blk -14%.
`Cc1ccc(OCC(=O)NCc2cccnc2)cc1` gave MBNL1-CUG inh -9%, AT treatment 3%[11.5 µM], MLL CXXC-DNA inh -10%, ASM inhibitor 3%, Mito fusion act -4%, Menin MLL FP TR 3%, a7 integrin act 0%, TSHR antag 3, PTAP TSG101 blk -2% and TCR activator 8%.
COc1cccc(NC(=O)c2sc3ncn(CC(=O)N4CCN(c5ccccn5)CC4)c(=O)c3c2C)c1 was read as MBNL1-CUG inh 12%, AT treatment -12%, MLL CXXC-DNA inh 9%, ASM inhibitor -1%, Mito fusion act 1%, a7 integrin act 17%, TSHR antag -9, PTAP TSG101 blk -3% and TCR activator -1%.
COc1ccc(C2CC(c3ccco3)n3ncnc3N2)cc1 (stereo not drawn) was read as MBNL1-CUG inh -2%, AT treatment -2%, MLL CXXC-DNA inh 6%, ASM inhibitor -6%, Mito fusion act -2%, Menin MLL FP TR 2%, a7 integrin act 21%, TSHR antag 1, PTAP TSG101 blk -6% and TCR activator -2%[46.1 µM].
`CCN(CC)c1ccc(/C=C(/C#N)c2nc3ccccc3[nH]2)c(OC(C)C)c1` gave MBNL1-CUG inh inconclusive, AT treatment -10%, MLL CXXC-DNA inh inconclusive, ASM inhibitor inconclusive, Mito fusion act 22%, a7 integrin act -126%[inhibitor], TSHR antag 18, PTAP TSG101 blk inconclusive and TCR activator -2%.
CCOc1ccc(NC(=O)CNC(=O)c2cn(-c3ccccc3OC)c(=O)c3ccccc23)cc1 was read as MBNL1-CUG inh 2%, AT treatment 2%, MLL CXXC-DNA inh 8%, ASM inhibitor -7%, Mito fusion act -2%, Menin MLL FP TR 0%, a7 integrin act -13%, TSHR antag -1, PTAP TSG101 blk -5% and TCR activator 0%.
O=C(Nc1ccccc1-c1ccccc1)c1cccc(C(F)(F)F)c1 was read as MBNL1-CUG inh 15%, AT treatment 6%, MLL CXXC-DNA inh -3%, ASM inhibitor 2%, Mito fusion act 17%, Menin MLL FP TR -3%, a7 integrin act 7%, TSHR antag -14, PTAP TSG101 blk 0% and TCR activator -8%[46.1 µM].
Screening O=C(C[n+]1ccccc1)N/N=C/c1ccc(Br)cc1 returned AT treatment -3%, ASM inhibitor -7%, Mito fusion act 0%, a7 integrin act 12%, TSHR antag 29, PTAP TSG101 blk -2% and TCR activator -2%.
COc1c(OC)c2[nH]c(=O)cc3c4ccccc4n(c1=O)c23 was read as AT treatment -1%, ASM inhibitor inactive, Mito fusion act -7%, a7 integrin act 4%, TSHR antag -7, PTAP TSG101 blk -6% and TCR activator -7%.
O=C(COC(=O)Cc1cccs1)NCC(=O)Nc1ccc(F)cc1 was read as AT treatment 11%, ASM inhibitor 6%, Mito fusion act -4%, a7 integrin act 23%, TSHR antag 0, PTAP TSG101 blk -2% and TCR activator -4%.
For CCOc1ccc(NS(=O)(=O)c2cc(C(=O)N(CC)CC(=O)NCc3cccs3)ccc2C)cc1 the results were AT treatment -4%, ASM inhibitor -1%, Mito fusion act -2%, a7 integrin act 7%, TSHR antag 38, PTAP TSG101 blk -9% and TCR activator 10%.
CCOC(=O)c1ccc(NC(=O)CSc2nnc(C3CCCCC3)n2C)cc1 was read as MBNL1-CUG inh -4%, AT treatment -2%, MLL CXXC-DNA inh -5%, ASM inhibitor 7%, Mito fusion act 2%, Menin MLL FP TR -4%, a7 integrin act 1%, TSHR antag -10, PTAP TSG101 blk -2% and TCR activator -9%[46.1 µM].
`CC1(C)CC(=O)C2=C(C1)Nc1cc(C(=O)c3ccccc3)ccc1NC2c1ccccn1` (stereo not drawn) gave MBNL1-CUG inh 27%, AT treatment -4%, MLL CXXC-DNA inh 2%, ASM inhibitor -2%, Mito fusion act 0%, Menin MLL FP TR -6%, a7 integrin act -7%, TSHR antag -2, PTAP TSG101 blk -3% and TCR activator 0%[46.1 µM].
